Pf apPOL block = Pf-apPOL DNA polymerase inhibition. Recombinant Pf-apPOL, molecular beacon fluorescence, 1.5 h. 210,000 tested, 0.25% active. AID 1794808. inhibition, % at 10 µM
mHTT-CaM PPI inh = inhibitors of human mutant huntingtin-calmodulin interaction | inhibition, % at 15 µM | 190,000 tested, 3.6% active | AID 1671202 | AlphaScreen His-mHTT/GST-CaM binding, luminescence;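 further: 0% = both proteins with DMSO and 100% = one protein alone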
Target sequence (P42858 whole entry, looked up, stated change not applied): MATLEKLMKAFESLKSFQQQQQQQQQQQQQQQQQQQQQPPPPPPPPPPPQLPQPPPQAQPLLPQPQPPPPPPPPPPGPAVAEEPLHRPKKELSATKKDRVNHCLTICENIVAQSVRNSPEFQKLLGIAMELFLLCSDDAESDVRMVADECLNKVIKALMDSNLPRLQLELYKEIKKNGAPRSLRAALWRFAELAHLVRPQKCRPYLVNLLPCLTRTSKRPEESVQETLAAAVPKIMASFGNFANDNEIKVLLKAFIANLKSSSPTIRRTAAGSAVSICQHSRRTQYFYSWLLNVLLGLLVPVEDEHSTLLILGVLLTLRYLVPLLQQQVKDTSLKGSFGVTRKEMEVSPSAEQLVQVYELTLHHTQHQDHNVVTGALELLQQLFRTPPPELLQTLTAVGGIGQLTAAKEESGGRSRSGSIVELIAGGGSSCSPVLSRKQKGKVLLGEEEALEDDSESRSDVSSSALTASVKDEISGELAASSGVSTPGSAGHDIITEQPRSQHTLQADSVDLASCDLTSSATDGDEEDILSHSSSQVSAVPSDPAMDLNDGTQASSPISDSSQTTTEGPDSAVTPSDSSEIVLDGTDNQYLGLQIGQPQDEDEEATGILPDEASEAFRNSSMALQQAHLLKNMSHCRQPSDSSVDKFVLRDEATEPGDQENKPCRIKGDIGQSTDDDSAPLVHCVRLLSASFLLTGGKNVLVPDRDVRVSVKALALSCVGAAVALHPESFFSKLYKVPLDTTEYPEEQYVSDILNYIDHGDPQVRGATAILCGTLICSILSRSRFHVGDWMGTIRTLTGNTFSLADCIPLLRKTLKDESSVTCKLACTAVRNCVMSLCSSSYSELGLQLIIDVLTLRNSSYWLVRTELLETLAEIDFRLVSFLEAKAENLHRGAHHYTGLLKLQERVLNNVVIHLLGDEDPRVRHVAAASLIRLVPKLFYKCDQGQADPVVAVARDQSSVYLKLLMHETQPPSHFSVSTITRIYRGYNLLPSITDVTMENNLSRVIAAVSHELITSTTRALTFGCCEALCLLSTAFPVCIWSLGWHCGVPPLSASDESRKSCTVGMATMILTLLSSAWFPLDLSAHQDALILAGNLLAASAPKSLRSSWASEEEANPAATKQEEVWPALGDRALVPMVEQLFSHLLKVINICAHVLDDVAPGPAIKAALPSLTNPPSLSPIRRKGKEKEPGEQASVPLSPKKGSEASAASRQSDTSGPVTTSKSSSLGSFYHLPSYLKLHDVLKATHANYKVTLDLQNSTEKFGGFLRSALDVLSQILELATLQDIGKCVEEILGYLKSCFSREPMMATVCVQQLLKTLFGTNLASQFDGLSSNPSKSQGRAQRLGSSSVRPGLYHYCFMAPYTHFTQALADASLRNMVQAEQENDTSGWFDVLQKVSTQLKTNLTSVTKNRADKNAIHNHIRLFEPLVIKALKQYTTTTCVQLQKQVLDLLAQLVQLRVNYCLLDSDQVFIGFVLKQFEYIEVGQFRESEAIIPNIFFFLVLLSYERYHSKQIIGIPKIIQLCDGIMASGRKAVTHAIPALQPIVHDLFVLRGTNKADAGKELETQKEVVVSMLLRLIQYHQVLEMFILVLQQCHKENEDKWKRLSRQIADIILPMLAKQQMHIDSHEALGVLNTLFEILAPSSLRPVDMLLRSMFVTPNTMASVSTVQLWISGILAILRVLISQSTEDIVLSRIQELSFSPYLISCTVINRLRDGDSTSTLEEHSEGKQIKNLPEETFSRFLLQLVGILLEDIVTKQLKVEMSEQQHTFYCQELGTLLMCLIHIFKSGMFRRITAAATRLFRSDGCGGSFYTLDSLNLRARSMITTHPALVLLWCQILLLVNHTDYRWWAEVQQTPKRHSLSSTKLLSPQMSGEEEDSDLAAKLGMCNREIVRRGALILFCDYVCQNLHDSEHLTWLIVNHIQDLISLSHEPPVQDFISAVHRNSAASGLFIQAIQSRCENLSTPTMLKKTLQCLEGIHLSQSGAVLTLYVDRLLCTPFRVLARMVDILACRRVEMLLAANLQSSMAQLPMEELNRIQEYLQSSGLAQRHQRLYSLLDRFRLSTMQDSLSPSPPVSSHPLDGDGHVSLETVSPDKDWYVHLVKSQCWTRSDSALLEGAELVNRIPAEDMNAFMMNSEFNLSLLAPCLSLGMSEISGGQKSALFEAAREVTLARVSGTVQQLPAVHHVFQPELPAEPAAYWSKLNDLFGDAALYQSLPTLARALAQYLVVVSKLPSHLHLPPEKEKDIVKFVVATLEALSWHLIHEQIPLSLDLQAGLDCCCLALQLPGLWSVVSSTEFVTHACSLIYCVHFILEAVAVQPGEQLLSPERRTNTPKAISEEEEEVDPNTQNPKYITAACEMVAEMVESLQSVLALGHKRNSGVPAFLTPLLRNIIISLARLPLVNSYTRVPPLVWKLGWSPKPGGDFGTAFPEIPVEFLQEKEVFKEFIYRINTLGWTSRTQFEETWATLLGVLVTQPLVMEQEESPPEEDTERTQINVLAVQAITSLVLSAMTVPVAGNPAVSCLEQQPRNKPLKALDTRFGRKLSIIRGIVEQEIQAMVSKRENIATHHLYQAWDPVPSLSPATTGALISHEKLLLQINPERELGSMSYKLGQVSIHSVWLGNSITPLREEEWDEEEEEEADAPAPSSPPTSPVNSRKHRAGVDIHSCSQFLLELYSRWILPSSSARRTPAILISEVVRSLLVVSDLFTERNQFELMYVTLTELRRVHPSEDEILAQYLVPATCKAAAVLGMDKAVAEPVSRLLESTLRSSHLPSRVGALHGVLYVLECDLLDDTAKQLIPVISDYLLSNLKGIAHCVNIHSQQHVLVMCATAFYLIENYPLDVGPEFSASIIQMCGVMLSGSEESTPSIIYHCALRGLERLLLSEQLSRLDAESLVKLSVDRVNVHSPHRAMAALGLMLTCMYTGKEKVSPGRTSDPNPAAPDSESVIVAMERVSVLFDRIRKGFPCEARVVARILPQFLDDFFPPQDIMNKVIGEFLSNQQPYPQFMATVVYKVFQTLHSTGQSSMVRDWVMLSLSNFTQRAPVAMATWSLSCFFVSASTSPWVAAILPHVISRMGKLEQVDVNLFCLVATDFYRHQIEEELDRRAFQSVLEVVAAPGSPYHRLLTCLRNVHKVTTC
Active calls of the source: *; . = no result given; & = joins results of further samples. No stated cut-off is given here; in the data, active means inhibition above about 50%; inactive means the rest.

SMILES | Pf apPOL block | mHTT-CaM PPI inh
N#Cc1ccc(Oc2sccc2[N+](=O)[O-])cc1 | 11 | .
COc1ccc(C2=NOC(C(=O)Nc3cccc(C(C)=O)c3)C2)cc1 (stereo not drawn) | 0 | -5
Cc1cccc(C)c1-n1nnnc1SCc1ccc(Cl)cc1 | 1&-5 | .
COCCN1C(=O)c2ccccc2C(C(=O)Nc2cc(C)ccn2)C1c1cn(C)c2ccccc12 (stereo not drawn) | -3 | 54*
Cc1ccc(-c2nc3ncccc3o2)cc1NC(=O)COc1ccc(C(C)C)cc1 | -6 | -1
COc1c(C(=O)N2CCCC2)sc2cccc(F)c12 | -3 | 2
O=C1OC(c2ccc(Cl)cc2)=N/C1=C\c1ccccc1Br | 2 | -4
CCCN1C(=O)CN(C2CCCCC2)C(=O)C1c1ccc(OCC)c(OC)c1 (stereo not drawn) | -7 | 12
O=C(CCc1ccc2[nH]ccc2c1)N1CCOCC1 | -2 | -1
N#Cc1ccc(C(=O)N2CCCC(c3nc(CCNC(=O)C4CCC4)cs3)C2)cc1 (stereo not drawn) | -3 | -2
CSc1ncccc1C(=O)NCCc1csc2nc(-c3cccs3)nn12 | -7 | -11
COc1nccc(N2CCC(CC(=O)N3CCCC3)CC2)n1 | 0 | -7
O=C(NCc1cc(F)cc(F)c1)C1CN(C(=O)c2ccncc2)CC12CCCCC2 (stereo not drawn) | -2 | 17
Cc1cccc(N2CCN(C(=O)C3CCN(c4nnc(-c5ccccc5)o4)CC3)CC2)c1 | 1 | 2
CCOc1ccc(Nc2nc(C(=O)Nc3ccc(S(N)(=O)=O)cc3)cs2)cc1 | -8 | 24
O=C(NC1CCCCC1)c1ccc2c(c1)N(C(=O)c1ccc(F)cc1)CC2 | -3 | 1
COc1ccc(CCN2CC(C(=O)NCc3ccc(C)cc3)CC2=O)cc1OC (stereo not drawn) | -6 | 0
CSc1n[nH]c(NC(=O)c2c(-c3c(Cl)cccc3Cl)noc2C)n1 | 4 | .
COc1ccccc1NC(=O)Nc1ccccc1 | -9 | -2
COc1ccccc1C(=O)NCC(=O)O | 2 | 1
COc1ccc(NS(=O)(=O)c2cc(Br)cc3c2N(C(=O)C2CC2)CC3)cc1 | -3 | 5
Cc1ccc(CC2CC(=O)N(c3ccc(F)cc3)C2=O)cc1 (stereo not drawn) | 3 | -13
C=CCNC(=O)C1(c2ccccc2)CC1(Cl)Cl (stereo not drawn) | -5 | -4
CC(=O)Nc1nc2c(s1)Cc1ccccc1-2 | -7 | .
CCN(CC)C(=O)c1cnn(-c2ccccc2)c1NC(=O)c1cccs1 | 0 | -1

(cont.)
SMILES | Pf apPOL block | mHTT-CaM PPI inh
O=C(NCC(O)C1CCCCC1)C1(c2cccs2)CCCC1 (stereo not drawn) | 0 | -9
O=C(c1cccnc1Oc1ccccc1)n1ccc(-c2cccs2)n1 | 4 | .
Cc1noc(C)c1S(=O)(=O)N1CCCC2(C1)Nc1cccnc1NC2=NC1CCCC1 (stereo not drawn) | -5 | 13
O=C(NCCN1CCN(C(=O)NCc2ccc(F)cc2)CC1)c1ccc2c(c1)OCO2 | -8 | -6
S=C(Nc1ccc2[nH]ccc2c1)Nc1ccccc1N1CCOCC1 | 2 | .
Cc1ccc2ncc(C#N)c(N3CCC(C(=O)N4CCOCC4)CC3)c2c1 | -3 | -4
CCc1nnc(NS(=O)(=O)c2ccc(NC(=O)c3c(Cl)cccc3Cl)cc2)s1 | -4 | 7
CC(C)CNC(=O)c1ccc(CN2C(=O)COc3ccccc32)o1 | -5 | -5
CC(C)c1ccc(NN2C(=O)CC(c3ccccc3)C2=O)cc1 (stereo not drawn) | -5 | .
COc1ccc(C(=O)N/C(=C\c2ccc3c(c2)OCO3)C(=O)Nc2cccc(C(=O)O)c2)cc1 | 3 | 6
CSc1ccc(C2N(c3cccc(Cl)c3)C(=O)C3CCCN32)cc1 (stereo not drawn) | -4 | 4
CCN(Cc1ccncc1)C(=O)c1ccc(-c2ccc(F)cc2)s1 | 0 | 37
CCOCCc1nnc(NC(=O)Nc2ccc(Cl)cc2Cl)s1 | -2 | 2
O=C(NCCCN1CCCC1=O)C1CCN(c2cnn(Cc3ccccc3)c(=O)c2)CC1 | -7 | 0
Cc1cc2c(cc(C(=O)NCc3ccccn3)n2CC2CCC2)s1 | -2 | 57*
COc1ccc(C2CC(C(F)(F)F)n3ncc(C(=O)Nc4ccccc4SC)c3N2)cc1 (stereo not drawn) | -12 | 0
Clc1ccc(-c2nc(-c3ccc(Cl)cc3)c(-c3ccc(Cl)cc3)[nH]2)cc1 | -8 | .
CC(=O)C(=C(C)O)c1ncc(-c2ccccc2)s1 | 1 | 10
O=C(Nc1ccccc1F)c1sc2cc(Br)ccc2c1Cl | -2 | -5
O=C(Nc1ccc(Nc2cc(-n3cccn3)ncn2)cc1)c1ccco1 | -31 | 100*
O=c1/c(=C/c2ccc(Cl)c([N+](=O)[O-])c2)sc2nc3ccccc3n12 | 2 | 1
CN(C1=NC(=O)/C(=C\c2ccc([N+](=O)[O-])cc2)S1)c1ccc(O)cc1 | -71 | 13
COc1ccc(C(=O)N2CCCC(c3nncn3C)C2)cc1F (stereo not drawn) | 2 | -8
COCCN1C(=O)CCc2cc(NC(=O)c3ccc(Br)cc3)ccc21 | -28 | 4
CN1CCN(C(=O)c2c(O)c3cccc4c3n(c2=O)CC4)CC1 | -9 | -1

Reformatted in CSV form: part of the list above.
SMILES,Pf apPOL block,mHTT-CaM PPI inh
O=C(NCC(O)C1CCCCC1)C1(c2cccs2)CCCC1 (stereo not drawn),0,-9
O=C(c1cccnc1Oc1ccccc1)n1ccc(-c2cccs2)n1,4,.
Cc1noc(C)c1S(=O)(=O)N1CCCC2(C1)Nc1cccnc1NC2=NC1CCCC1 (stereo not drawn),-5,13
O=C(NCCN1CCN(C(=O)NCc2ccc(F)cc2)CC1)c1ccc2c(c1)OCO2,-8,-6
S=C(Nc1ccc2[nH]ccc2c1)Nc1ccccc1N1CCOCC1,2,.
Cc1ccc2ncc(C#N)c(N3CCC(C(=O)N4CCOCC4)CC3)c2c1,-3,-4
CCc1nnc(NS(=O)(=O)c2ccc(NC(=O)c3c(Cl)cccc3Cl)cc2)s1,-4,7
CC(C)CNC(=O)c1ccc(CN2C(=O)COc3ccccc32)o1,-5,-5
CC(C)c1ccc(NN2C(=O)CC(c3ccccc3)C2=O)cc1 (stereo not drawn),-5,.
COc1ccc(C(=O)N/C(=C\c2ccc3c(c2)OCO3)C(=O)Nc2cccc(C(=O)O)c2)cc1,3,6
CSc1ccc(C2N(c3cccc(Cl)c3)C(=O)C3CCCN32)cc1 (stereo not drawn),-4,4
CCN(Cc1ccncc1)C(=O)c1ccc(-c2ccc(F)cc2)s1,0,37
CCOCCc1nnc(NC(=O)Nc2ccc(Cl)cc2Cl)s1,-2,2
O=C(NCCCN1CCCC1=O)C1CCN(c2cnn(Cc3ccccc3)c(=O)c2)CC1,-7,0
Cc1cc2c(cc(C(=O)NCc3ccccn3)n2CC2CCC2)s1,-2,57*

Carrying on:
SMILES | Pf apPOL block | mHTT-CaM PPI inh
N=C1NC(=O)/C(=C\c2ccccc2C(F)(F)F)S1 | -3 | -10
COc1ccccc1CN1C(=O)CCC1(C)C(=O)NCc1cccnc1 (stereo not drawn) | 3 | 4
CCOc1cc(/C=C2/C=C(c3ccc(C)cc3)OC2=O)ccc1O | 8 | 55*
Cc1nc2cc(NC(=O)c3cccc([N+](=O)[O-])c3)ccc2s1 | -1 | -1
Cc1ccc(OCCn2ccnc2)cc1 | 1 | -2
COc1ccc(N2C(=O)c3cccnc3C2=O)c(OC)c1 | 7 | 14
COc1ccc(Nc2cc(C(F)(F)F)ccc2Cl)c(C(=O)O)c1 | 2 | .
O=C(c1n[nH]c2c1CCCC2)N1CCc2nc3cc[nH]n3c(=O)c2C1 | -2 | -4
O=C(O)c1ccccc1NC(=O)C1CC1 | 6 | -1
O=C(Nc1ccc(N=Nc2ccccc2)cc1)c1ccc([N+](=O)[O-])cc1 | 2 | 7
c1ccc(-c2cc(-c3ccccc3)n3nnnc3n2)cc1 | -7 | -67
CC12CCC(C(=O)Nc3ccc(F)cc3)(C(=O)C1=O)C2(C)C (stereo not drawn) | -6 | 1
O=C(c1cccs1)N1CCCC(c2ccnc(Nc3cccc(F)c3)n2)C1 (stereo not drawn) | -1 | 93*
Cc1nc2ccc3[nH]snc3c2n1 | 12 | -4
CCOc1ccc(-n2c(SCC(=O)Nc3cccc(F)c3)nc3c(c2=O)SCC3)cc1 | 1 | -4
COc1ccc(Cl)cc1NC(=O)c1c(NCc2cccnc2)sc2c1CCC2 | -16 | 93*
O=C(c1cnn2c(-c3ccccc3)ccnc12)N1CCN(Cc2ccccc2)CC1 | -8 | 8
COc1ccc(/C=C2/N=C(c3ccccc3)OC2=O)cc1OC | 3 | 27
Cc1cc(O)c(N=Cc2ccc(Cl)c([N+](=O)[O-])c2)cc1C | -7 | 17
COc1cccc(S(=O)(=O)N2CCCN(C3CCN(CC4CC4)C3=O)CC2)c1 (stereo not drawn) | -1 | 4
Cc1cc(C(=O)N2CCC(COCc3ccccc3)CC2)c(C)o1 | 0 | 21
N#Cc1ncoc1-c1cccc(Cl)c1 | -4 | .
O=C(CSc1nc2c(c(=O)n1-c1ccccc1)SCC2)N1CCCC1 | -3 | -5
O=C(CSc1c(-c2ccccc2)c2cc(Cl)ccc2[nH]c1=O)Nc1ccc(F)cc1 | 0 | 32
O=C(c1nc(-c2cccc(F)c2)n2c1CCCCC2)N1CCN(c2ncccn2)CC1 | -2 | 5

Further entries.
SMILES | Pf apPOL block | mHTT-CaM PPI inh
CC(C)(C)c1ccc(OCCSc2nc(N)cc(=O)[nH]2)cc1 | -5 | 11
COc1ccc2c(c1)N1CCN(c3ccccn3)CC1C(C(=O)NC(C)C)C2 (stereo not drawn) | -4 | 28
CCOCCCNC(=O)c1c[nH]c2ccc(S(=O)(=O)N(C)c3ccc(Cl)cc3)cc2c1=O | -11 | 24
O=C(NCCc1ccccc1)N1CCCC1c1ccc(Cl)cc1 (stereo not drawn) | -4 | 0
O=C(COc1ccc(Br)cc1)NC12CC3CC(CC(C3)C1)C2 | -4 | -12
CC(=O)NCc1ccc(S(=O)(=O)NN)cc1 | -4 | -6
COc1ccccc1CN1C(=O)Cn2cccc2C1C(=O)NC1CCCCCCC1 (stereo not drawn) | 6 | 8
CS(=O)(=O)N(CC(=O)Nc1ccc2c(c1)OCCO2)c1ccccc1F | 3 | 3
Cc1ccc(-n2cccc2C(=O)C(F)(F)F)c([N+](=O)[O-])c1 | -2&-18 | .
O=C(/C=C/c1ccccc1)Nc1cccc(C(=O)NC2CC2)c1 | -3 | -5
CCOc1ccccc1N1CCN(C(=O)C2CCN(CC3CC=CCC3)CC2)CC1 (stereo not drawn) | 1 | -1
Cc1cccc2c1NC(C)(C)c1ssc(=Nc3cc(Cl)ccc3Cl)c1-2 | . | -9
CCc1cc(C2CCCN2C(=O)c2ccc(OC)c(OC)c2)on1 (stereo not drawn) | -5 | 0
CC(C)c1ccc(CNC(=O)C2CCCN(c3cnn(Cc4ccccc4)c(=O)c3)C2)cc1 (stereo not drawn) | -6 | 15
CN1CCN(c2nc(N3CCCC3)nc3c2CN(Cc2cccs2)CC3)CC1 | -2 | 28
O=C(Nc1ccc(F)cc1)Nc1nnc2ccccn12 | -1 | 1
O=C(NCCc1cccc(Cl)c1)c1ccccc1Cl | -4 | -6
O=C(NCN1CCCCC1)C12CC3CC(CC(C3)C1)C2 | -2 | -3&-1
COc1ccccc1C(NC(=O)C1CCCCC1)c1ccc2cccnc2c1O (stereo not drawn) | 0&-6 | 100*
Cc1ccc(Cc2c(C)nc3nc(SCC(=O)NCCN4CCCCCC4)nn3c2C)cc1 | -3 | 17
Cc1cc(S(=O)(=O)N2CCc3nc[nH]c3C2)ccc1F | 0 | 11
CC1(C)CC(=O)C(C=Nc2ccc3c(c2)OCO3)=C(O)C1 | -3 | -6
Oc1ccccc1C=Nc1ccc(N2CCOCC2)cc1 | 3 | .
O=C(Nc1cc2cc([N+](=O)[O-])ccc2oc1=O)c1ccc(Cl)c([N+](=O)[O-])c1 | -2 | 7
COCCN1CCC(CNC(=O)c2cccc(F)c2)CC1 | -2 | -15

Next section:
SMILES | Pf apPOL block | mHTT-CaM PPI inh
COc1cccc(C(=O)NCC2CCCO2)c1 (stereo not drawn) | 0 | -2
COc1cccc(N2C=C(C(=O)N3CCC(C)CC3)S(=O)(=O)c3ccccc32)c1 | -2 | 24
Cc1ccc(N=C2NC(=O)C(CC(=O)Nc3ccccc3)S2)cc1 (stereo not drawn) | -4 | -4
O=C(/C=C/c1ccc2c(c1)OCO2)Nc1ccc(-n2nncc2-c2ccccc2)cc1 | -2 | 12
COCCCn1c(=N)c(C(N)=O)cc2c(=O)n3cccc(C)c3nc21 | 4 | 4
C=CCOc1c(Br)cc(/C=C2/C=C(c3ccc(OC)cc3)OC2=O)cc1OC | 3 | 1
CCN1C(=O)C(CC(=O)N2CCCCC2)Sc2ncccc21 (stereo not drawn) | -1 | -5
COc1ccccc1C(=O)Nc1ccc(C)cc1[N+](=O)[O-] | -3 | -1
COc1cccc(-c2cc3ccc(O)cc3oc2=O)c1 | 2 | -70
CC1CCc2c(sc3nc(SCc4ccc(Cl)cc4)nc(NCc4ccccc4)c23)C1 (stereo not drawn) | -12 | .
O=C(/C=C/c1ccc(F)cc1)n1cnc2ccccc21 | 2 | 7
Cc1cccc(S(=O)(=O)N2CC(C)C(c3nc(-c4ccncc4)no3)C2)c1 (stereo not drawn) | 1 | 2
Oc1oc(-c2ccccc2F)nc1C=Nc1ccc(Br)cc1Br | -2 | -2
O=c1ccc2c(OCCCCc3ccccc3)c3ccoc3cc2o1 | 10 | .
COc1ccc(-c2cc3ccc(OC(C)=O)cc3oc2=O)c(OC)c1 | -5 | -1
CC1CCN(Cc2cc([N+](=O)[O-])c(O)c3ncccc23)CC1 | -89 | 100*
O=C(O)CCC(=O)Nc1cc(C(=O)O)ccc1Br | -2 | -3
O=C(Nc1ccc(Cl)cc1Cl)C1CCCCC1 | -7 | -5
S=C(NNC(=S)NC1CC2C=CC1C2)Nc1ccc(Br)c(Cl)c1 (stereo not drawn) | -134 | .
O=C(c1ccccc1)N1CCCCC1CCN1CCCC1 (stereo not drawn) | -9 | -8
COc1ccc(NC(=O)c2c(Cl)cccc2Cl)cc1 | 0 | -1

Screening data from PubChem.
